Screening results as filed in PubChem.
PolyA inhibitor: yeast polyadenylation inhibition; calls only at 12 µM; S. cerevisiae SKY197-pL101 polyadenylation reporter, beta-gal luminescence; efflux-impaired pdr1/pdr3 knockout yeast; score 100 = 6 SD above DMSO; 300,000 compounds, 0.02% hits;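 active = lowest replicate activity score at least 50, where 100 means six control SD above control mean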;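 note: yeast exposed to compound for 9 h at 30 °C; higher score means more reporter readthrough which indicates perturbed polyadenylation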
HSF1 inhib: HSF1 inhibition; NIH3T3-HGL HSE-luciferase, MG132-induced, luminescence 8 h; stronger effect = lower value; activity change, negative = inhibition, % at 7.5 µM (by protocol); 300,000 compounds, 0.77% hits; AID 2098;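 active = more than half of replicate wells show activity change below -50%, luminescence cut by over half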;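 note: luciferase reports HSF-1 transcriptional activity via heat shock element; 0% = median of DMSO wells and -100% = zero luminescence signal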
aSyn 5UTR inh: MLPCN primary screen, SNCA 5' untranslated region; inhibition, % (tested at 7.5 µM); alpha-synuclein 5'UTR reporter, inhibitor activity; 300,000 compounds, 0.82% hits; in the data active = inhibition above about 60%;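 note: H4 neuroglioblastoma cells stably carrying SNCA 5'UTR luciferase fusion; 0% = DMSO wells and 100% = positive control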
KLF5 inh: suppresses KLF5 promoter-driven expression; inhibition, % at 5 µM; DLD-1 KLF5 promoter-luciferase reporter, luminescence; 290,000 compounds, 0.23% hits;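 active = inhibition above a per-plate limit of that plate's mean compound inhibition plus 3 SD, cut at about 60% in these data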;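 note: 0% = DMSO wells and 100% = LY294002 at 200 µM; higher means less KLF5 promoter-driven luciferase light; inactives centre near -14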
IEC-6 cytotox: IEC-6 cytotoxicity, counter-screen for KLF5 inhibitors | luminescence viability | inhibition, % at 5 µM | 290,000 compounds, 0.78% hits; in the data active = inhibition above about 22%;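 note: 0% = plate median of test compound wells and 100% = cytotoxic reference compound wells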
GSK3beta inhib: blocks human GSK3beta kinase activity; GST-GSK3beta kinase, ADP-Glo luminescence, 60 min; stronger effect = lower value; AID 2097; P49841; 300,000 compounds, 0.038% hits; activity score (negative = inhibition), % at 10 µM;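 active = more than half of replicate wells score below -50%, meaning over 50% inhibition versus plate controls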;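 note: 0% = median DMSO wells and -100% = median GW8510 positive control wells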
Target sequence (P49841 whole entry, looked up): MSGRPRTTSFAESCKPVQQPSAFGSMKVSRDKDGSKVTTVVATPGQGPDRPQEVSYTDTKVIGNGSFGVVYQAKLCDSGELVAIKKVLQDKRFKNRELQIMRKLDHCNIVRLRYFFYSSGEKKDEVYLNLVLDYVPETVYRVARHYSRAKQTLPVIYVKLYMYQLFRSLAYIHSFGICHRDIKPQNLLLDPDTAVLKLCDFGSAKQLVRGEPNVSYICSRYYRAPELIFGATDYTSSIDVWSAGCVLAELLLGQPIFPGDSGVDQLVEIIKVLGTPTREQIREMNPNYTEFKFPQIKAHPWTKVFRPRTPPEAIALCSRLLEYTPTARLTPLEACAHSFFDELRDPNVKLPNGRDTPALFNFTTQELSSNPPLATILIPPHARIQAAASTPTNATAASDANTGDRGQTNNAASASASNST
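Assay system: GST-tagged human GSK3beta kinase, cell-free; Input: 1.6 ng GSK3beta; Medium: Tris/MgCl2 kinase buffer; Timing: 60 min enzyme reaction, room temperature; Signal: ADP-Glo luminescence quantifying ADP generated by kinase; Evaluation: score relative to plate controls; Benchmarks: DMSO neutral wells and GW8510 at 20 µM as positive.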
GSK3 alpha inh: human GSK-3 alpha kinase inhibition; ADP-Glo luminescence, 60 min; inhibition, % at 10 µM; 320,000 compounds, 0.1% hits;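 in the data active = inhibition above about 50%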;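 note: GST-tagged GSK-3 alpha with peptide substrate and 25 µM ATP; 0% = DMSO neutral wells and 100% = GW8510 positive control wells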
Target sequence (P49840 whole entry, looked up): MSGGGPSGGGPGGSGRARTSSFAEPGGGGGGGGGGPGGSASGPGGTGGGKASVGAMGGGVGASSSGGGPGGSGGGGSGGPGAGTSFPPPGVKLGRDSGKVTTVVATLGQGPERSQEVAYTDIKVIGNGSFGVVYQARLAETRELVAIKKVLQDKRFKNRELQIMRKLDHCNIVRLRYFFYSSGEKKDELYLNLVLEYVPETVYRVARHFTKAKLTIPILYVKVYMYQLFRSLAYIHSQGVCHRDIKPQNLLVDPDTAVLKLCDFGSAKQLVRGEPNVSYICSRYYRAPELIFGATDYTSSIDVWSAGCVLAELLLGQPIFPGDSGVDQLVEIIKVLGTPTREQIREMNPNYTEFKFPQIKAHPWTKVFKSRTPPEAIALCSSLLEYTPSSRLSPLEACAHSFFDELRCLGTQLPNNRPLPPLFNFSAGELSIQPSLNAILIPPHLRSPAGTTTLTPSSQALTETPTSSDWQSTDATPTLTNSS
HSF1 activator: increases HSF-1 driven luciferase reporter signal; NIH3T3-HGL HSF-1 luciferase reporter, MG132, 8 h; 100% = twice DMSO control signal; activation, % at 9 µM; 300,000 compounds, 1.7% hits;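 active = mean replicate activation of at least 50% with a set share of replicates each reaching 50%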;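 note: 0% = median of the neutral control wells and 100% = twice that signal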
HSP90 inh: HSP90 refolding inhibition in rabbit reticulocyte lysate; inhibition, % at 5.6 µM; luciferase refolding luminescence, 3 h; 290,000 compounds, 0.91% hits;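 active = inhibition above the screen-wide mean plus 3 SD, computed separately per campaign, cut at about 16% in these data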;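 note: 0% = DMSO wells and 100% = 60 µM geldanamycin wells; inhibitors lower the luminescence because luciferase stays unfolded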
AI-2 QS modul: Vibrio harveyi AI-2 quorum sensing modulation | 300,000 compounds, 0.4% hits | activity change, % at 7.5 µM | AID 2094 | Vibrio harveyi JMH597 AI-2 luminescence/OD600 ratio, 9 h; stronger effect = lower value; strain lacks LuxN and CqsS sensors; 0 = neutral-control median; in the data active = activity change below about -75%, passing the limit was not always enough;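 note: luminescence divided by OD600 gain over 9 h not by final OD600 alone; inactives centre near 13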
An asterisk follows results filed as active; i = inactive; · = not tested or not shown. The list is partial; count on the stated rates, not on these rows.

SMILES	PolyA inhibitor	HSF1 inhib	aSyn 5UTR inh	KLF5 inh	IEC-6 cytotox	GSK3beta inhib	GSK3 alpha inh	HSF1 activator	HSP90 inh	AI-2 QS modul
CCc1ccc(N(CC(=O)NC(C)C)C(=O)CCC(=O)Nc2nccs2)cc1	i	-1.8	3.7	-0.8	4.1	2.0	-4.1	8.1	-1.6	16.3
O=C(NCCN1CCN(c2ccccc2)CC1)c1cccn2c(=O)c3ccccc3nc12	i	16.1	8.7	-15.2	8.1	-2.7	-1.1	13.1	1.0	23.8
O=C(NCc1ccccc1C(F)(F)F)C1CC(O)CN1C(=O)Nc1ccccc1 (centres undefined)	i	2.5	12.3	5.4	1.0	0.3	-1.8	6.4	-0.8	13.1
CCOC(=O)C1(C(=O)O)NC(=O)CC1c1ccccc1 (centres undefined)	i	-6.5	2.7	1.7	-3.8	2.5	-3.3	4.1	-1.9	9.5
COCCn1c(-c2ccc(Br)cc2)csc1=Nc1cccnc1	·	·	·	-5.2	-8.8	0.2	-3.0	·	4.1	-1.6
S=c1[nH]ncn1/N=C/c1ccc(N2CCOCC2)cc1	i	2.9	-55.7	-55.9	2.6	-2.9	2.2	21.1	3.0	38.9
Cn1c(C(=O)N2CCc3ccccc3C2)cc2c(=O)n3ccccc3nc21	i	-3.6	8.3	-23.5	0.2	3.4	-1.3	-4.6	0.0	9.6
CCOC(=O)CC(=O)CSc1nc2ccccc2c(=O)n1-c1ccc(C(=O)N2CCOCC2)cc1	i	4.2	15.7	-2.2	5.1	1.0	-0.7	14.4	3.1	9.5
S=c1[nH]nc(-c2ccc3ccccc3n2)n1-c1ccccc1	i	-4.3	11.9	-8.0	-1.8	-3.7	4.1	-6.8	2.2	-2.1
Nc1ccc2nc3n(c(=O)c2c1)CCC3	i	1.7	-23.0	·	·	1.7	-1.7	19.9	·	33.8
O=[N+]([O-])c1ccc(Cl)c(S(=O)(=O)Nc2ccc(-c3ccc(N4CCOCC4)nn3)cc2)c1	i	-0.6	-19.5	·	·	3.9	·	2.3	·	11.5
O=C(O)c1cc(C(=O)C2CCCCC2)c[nH]1	i	-8.7	14.8	-2.8	-2.5	0.1	0.0	-5.1	3.4	29.4
CCOc1ccccc1N1CCN(S(=O)(=O)CC)CC1	i	1.2	8.1	-20.5	-1.3	-1.4	-1.1	-3.4	-3.1	10.5
CC(=O)Oc1cc2c(cc1Cl)C1(CC(c3ccccc3Cl)O2)CC(C)(C)NC(=S)N1 (centres undefined)	i	-9.3	6.8	-25.1	0.1	0.1	-3.8	-7.2	-4.8	29.9
Cc1cc(C(=O)C(C)OC(=O)c2cnccn2)c(C)n1-c1ccccc1 (centres undefined)	i	6.4	-45.1	·	·	4.7	-1.9	7.1	·	22.5
CCc1ccc(N(C(=O)CNC(=O)c2cccs2)C(C(=O)NC(C)(C)C)c2cc(OC)c(OC)c(OC)c2)cc1 (centres undefined)	i	-7.9	7.0	-19.2	-1.0	-4.6	1.7	-9.1	-0.7	12.5
CC(Sc1nnc2ccccn12)C(=O)NCc1ccc2c(c1)OCO2 (centres undefined)	i	7.3	9.5	7.2	0.2	2.1	-2.1	19.9	-3.7	3.4
O=C1NC(=O)/C(=C\c2ccc(OCc3ccccc3)cc2)S1	i	17.5	-27.0	-43.6	3.1	-3.2	-0.9	10.6	0.7	0.2
COc1ccc(C(=O)COC(=O)Cn2cnc3c2c(=O)n(C)c(=O)n3C)c(OC)c1	i	-3.4	-17.1	-25.1	3.8	-2.4	-0.9	-9.4	3.0	10.6
C=CCSc1nc2c(c(=O)[nH]c(=O)n2C)n1Cc1ccc(C)cc1	i	5.0	34.8	-26.1	0.9	-0.9	-4.7	8.9	0.5	36.4
CCN(CC)CCOc1ccc2c(c1)C(=NNC(=O)c1ccccn1)c1cc(OCCN(CC)CC)ccc1-2	·	-2.3	108.9*	5.2	4.6	-8.9	33.4	24.2	1.7	32.0
CN1CCC(=O)N([C@H](CSc2ccc(Br)cc2)c2ccccc2)CC1	i	16.1	-103.6	·	·	-0.8	-2.4	28.5	·	8.3
CCCCCCCC(=O)OC(CN1CCCCC1)CN1CCCC1=O (centres undefined)	i	4.1	19.1	-2.7	-1.3	-1.6	-3.2	14.4	2.6	3.2
Cn1cnnc1Sc1cc(N2CCN(S(=O)(=O)c3ccccc3)CC2)ccc1[N+](=O)[O-]	i	-0.6	-6.3	10.9	5.4	0.9	1.1	3.4	5.1	12.4
CCOc1cc(S(=O)(=O)N2CCN(CC)CC2)ccc1Cl	i	-1.6	23.3	-30.7	-5.5	1.8	-2.3	-8.5	2.0	24.1
CCCCC1NC(=S)N(C2CCCCC2)C1=O (centres undefined)	i	-2.8	27.7	3.1	2.5	-2.8	-2.6	-1.2	-1.2	8.1
COc1ccc2c(c1)CC(C1(O)C(=O)Nc3ccccc31)C2=O (centres undefined)	i	2.3	-12.8	-21.9	2.3	-0.9	-2.2	40.7	-2.3	27.5
Cc1cccc(NC(=O)c2cc3ccccc3o2)c1	i	44.5	-271.9	-147.8	0.2	2.9	2.0	76.4*	6.0	8.1
CC(C)C(=O)Nc1ccc(C(=O)Nc2ccc(Br)cc2F)cc1	i	4.5	-39.0	-24.0	-1.6	1.2	-0.2	24.1	5.7	4.9
CC(C)CNC(=S)N(CCN(C)C)Cc1cc2cc3c(cc2[nH]c1=O)OCCO3	·	1.0	0.8	-29.3	2.5	-0.6	0.6	8.4	-0.2	7.8
CC(C)c1ccc(-c2nn(-c3ccccc3)cc2C(=O)NCC2CCCO2)cc1 (centres undefined)	i	-3.4	2.2	·	·	4.9	-0.6	6.2	·	10.6
CC(C)N(C(=O)N1CCC(c2nc(-c3ccncc3)no2)CC1)C(C)C	i	-5.3	7.5	-29.0	1.8	1.0	-0.4	-4.5	-1.8	16.2
COCc1cc(=O)[nH]c(/N=C(\N)Nc2ccc(Oc3ccccc3)cc2)n1	i	-1.3	-7.2	-14.6	-1.6	2.7	-3.6	-0.9	1.9	8.8
Cc1cccc(NS(=O)(=O)c2cccc(C(=O)NCCCN3CCCC3=O)c2)c1	i	-6.2	13.9	·	·	2.0	-0.7	-6.0	·	17.1
COc1ccc(-n2nc3cc(C)c(NC(=O)CC(C)C)cc3n2)cc1	i	-0.8	-123.3	-14.9	-2.8	3.2	·	1.1	3.3	10.4
NC(=O)CN1CCCC1c1ccc2c(c1)OCCO2 (centres undefined)	i	-4.0	5.1	-21.8	3.7	3.4	1.3	-15.4	-3.7	22.1
O=C(Nc1ccc(CN2CCOCC2)cc1)c1cc(Cl)ccc1Cl	i	1.3	-9.0	-52.1	0.1	2.8	-2.0	-2.0	-0.4	16.0
CCOC(=O)c1cnn(C)c1NC(=O)c1ccc(Cl)cc1Cl	i	0.3	0.9	-30.8	-6.6	1.0	0.1	1.8	-7.4	16.8
O=C(O)CC(Cc1ccc(Br)cc1)C(=O)O (centres undefined)	·	-76.5*	-8.5	-27.5	-4.8	-1.0	-3.1	-81.4	-0.2	17.5
CCc1ccc2[nH]c(=O)c(CN(CCN(CC)CC)C(=S)NCc3ccco3)cc2c1	i	-8.7	-20.2	-16.6	-4.4	-4.9	-0.2	2.1	3.7	8.6

One compound at a time, from the list above.
Results for CCCCCCCC(=O)OC(CN1CCCCC1)CN1CCCC1=O (centres undefined) → PolyA inhibitor: i; HSF1 inhib: 4.1; aSyn 5UTR inh: 19.1; KLF5 inh: -2.7; IEC-6 cytotox: -1.3; GSK3beta inhib: -1.6; GSK3 alpha inh: -3.2; HSF1 activator: 14.4; HSP90 inh: 2.6; AI-2 QS modul: 3.2
Results for CC(C)c1ccc(-c2nn(-c3ccccc3)cc2C(=O)NCC2CCCO2)cc1 (centres undefined) → PolyA inhibitor: i; HSF1 inhib: -3.4; aSyn 5UTR inh: 2.2; KLF5 inh: ·; IEC-6 cytotox: ·; GSK3beta inhib: 4.9; GSK3 alpha inh: -0.6; HSF1 activator: 6.2; HSP90 inh: ·; AI-2 QS modul: 10.6

(list continues)
SMILES	PolyA inhibitor	HSF1 inhib	aSyn 5UTR inh	KLF5 inh	IEC-6 cytotox	GSK3beta inhib	GSK3 alpha inh	HSF1 activator	HSP90 inh	AI-2 QS modul
COc1cc(C(=O)N(CCc2ccccc2)C2=CC3CCC(C2)N3C)cc(OC)c1OC (centres undefined)	i	-5.3	7.8	-14.7	6.2	-3.3	-0.1	-5.3	-2.6	11.3
O=C1NC[C@H](CC2CCCCC2)N(CCc2cccc(F)c2)C1=O	i	-2.9	11.8	·	·	0.4	-1.3	-3.2	·	33.5
COCCn1cc(C(=O)N2CCCC(C)C2)c2c3ccccc3n(C)c2c1=O (centres undefined)	i	-0.7	19.5	4.6	-0.6	1.7	-1.7	9.0	1.8	7.5
Cc1ccc(C)c(OCCC(=O)OCC(=O)NCc2ccccc2)c1	i	-1.8	2.9	·	·	1.0	-2.5	-2.0	·	10.5
CCC(C)(C(=O)NC1CCCCC1)N(C)C(=O)c1ccc2c(c1)OCO2 (centres undefined)	i	-9.3	-15.3	-44.6	3.7	-0.5	-2.5	4.0	0.5	12.8
CC(C)CCN1C(=O)c2ccc(C(=O)Nc3cccc(S(N)(=O)=O)c3)cc2C1=O	i	-2.1	-15.3	-17.5	-1.6	1.3	-2.4	26.9	1.8	42.7
N#C/C(=C\C1CC2C=CC1C2)c1nc2ccccc2[nH]1 (centres undefined)	i	8.8	-44.2	-37.6	0.9	-1.4	0.0	9.4	0.9	4.8
O=C(NCc1ccccc1)c1cccc(NC(=O)c2ccco2)c1	i	-8.1	-1.6	-1.9	8.8	2.4	·	-3.9	4.9	16.5
CCOn1c(=O)c(-c2cccc([N+](=O)[O-])c2)[n+]([O-])c2ccccc21	i	·	-9.5	1.2	-2.2	1.0	-1.3	·	-1.4	4.4
COc1ccc(CCNC(=O)c2ccc(=O)[nH]n2)cc1OC	i	-6.7	7.6	-1.8	-3.1	0.8	2.4	-8.1	-3.4	16.1
O=C(CSc1n[nH]c(-c2ccncc2)n1)Nc1ccccc1Cl	i	-2.2	-0.7	·	·	-3.6	·	5.7	·	16.4
O=C(O)COc1ccccc1/C=N/NC(=O)COc1ccc(-c2ccccc2)cc1	i	-3.2	0.2	-7.9	2.4	0.0	-2.3	-10.5	1.3	11.5
Cc1ccc(-c2csc(N3N=C(c4ccccc4)/C(=C\c4ccc(N(C)C)cc4)C3=O)n2)cc1	i	0.3	-26.7	-33.8	-4.5	-2.7	-0.1	1.9	-3.2	19.9
COc1ccc(/C=N/NC(=O)c2cccc(OC(F)(F)C(F)F)c2)c(OC)c1OC	i	-7.6	19.5	-20.9	0.8	0.4	-0.3	-3.1	-4.4	4.3
CCN(CC(=O)Nc1c(F)cccc1F)C(=O)CNC(=O)c1ccc2c(c1)OCO2	i	-2.6	0.7	-27.7	-1.0	-1.6	0.1	-3.3	-2.5	5.2
Cc1cc(NC(=O)c2ccc(S(=O)(=O)N3CCOCC3)cc2)nc2c1c(=O)oc1ccccc12	i	-0.6	7.3	-3.4	1.0	1.8	1.9	7.4	0.3	11.0
